OXTR agonist: activates the human oxytocin receptor; 320,000 tested, 0.32% active; activation, % at 3 µM; CHO-OTR cells, Fluo-8 calcium fluorescence; normalized: DMSO 0%, oxytocin 100%; AID 2435; P30559;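 active means activation above the mean of all tested compounds plus 3 SD, cutoff set per screening run, cut at about 20% in these data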;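 further: peak over basal fluorescence ratio from a 100 s FLIPR kinetic read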
Target sequence (P30559 whole entry, looked up): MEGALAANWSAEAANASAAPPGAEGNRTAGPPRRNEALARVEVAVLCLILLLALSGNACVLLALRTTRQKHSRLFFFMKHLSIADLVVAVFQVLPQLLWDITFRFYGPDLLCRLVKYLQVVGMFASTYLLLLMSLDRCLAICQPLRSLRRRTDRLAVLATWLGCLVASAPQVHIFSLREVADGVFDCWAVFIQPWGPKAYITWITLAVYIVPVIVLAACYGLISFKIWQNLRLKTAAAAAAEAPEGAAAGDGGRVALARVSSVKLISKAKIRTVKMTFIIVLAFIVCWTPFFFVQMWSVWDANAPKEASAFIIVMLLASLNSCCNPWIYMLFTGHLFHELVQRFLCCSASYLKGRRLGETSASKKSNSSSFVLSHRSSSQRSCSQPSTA
DNA FID counter: displaces DNA intercalator in HCV helicase counter-screen; DNA fluorescent intercalator displacement, fluorescence; inhibition, % at 7.9 µM; 290,000 tested, 0.17% active; in the data active means inhibition above about 37%;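 further: 0% = vehicle and 100% = reference compound; higher means more ethidium bromide displaced from hairpin DNA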
NALP1 yeast inh: blocks the NALP1 inflammasome reconstituted in yeast; S. cerevisiae NALP1/ASC/caspase-1 growth, X-gal OD620, 72 h; inhibition, % at 10 µM; 280,000 tested, 0.61% active; AID 2071; in the data active means inhibition mostly above about 24%, no sharp cut-off; inactive means mostly below about 32%; further: some compounds called inactive have numbers as strong as hits
GPR7 antagonist: blocks human GPR7 receptor signaling; inhibition, % at 4.4 µM; 290,000 tested, 1.1% active; P48145; GPR7-expressing cells, fluorescence antagonist assay; AID 1861; in the data active means inhibition above about 16%, passing the limit was not always enough;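 further: cells stimulated with the agonist NPW; 0% = agonist with vehicle and 100% = vehicle without agonist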
Target sequence (P48145 whole entry, looked up): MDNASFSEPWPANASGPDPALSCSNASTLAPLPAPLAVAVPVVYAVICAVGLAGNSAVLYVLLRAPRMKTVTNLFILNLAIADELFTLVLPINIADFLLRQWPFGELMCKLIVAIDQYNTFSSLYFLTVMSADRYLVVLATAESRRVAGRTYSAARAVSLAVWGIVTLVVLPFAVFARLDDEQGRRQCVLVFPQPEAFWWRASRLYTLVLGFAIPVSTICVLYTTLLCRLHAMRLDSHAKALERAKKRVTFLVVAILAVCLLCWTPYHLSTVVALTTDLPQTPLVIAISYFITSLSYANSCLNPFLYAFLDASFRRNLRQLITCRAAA
PfM18AAP inh: PfM18AAP enzyme inhibition. inhibition, % at 7.35 µM. AID 1822. 290,000 tested, 1.2% active. recombinant PfM18AAP, H-Glu-NHMec fluorogenic cleavage;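 active means inhibition above the campaign mean inhibition over all tested compounds plus 3 SD, cut at about 28% in these data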;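 further: 0% = plate median of test compound wells and 100% = 2 mM ZnCl2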
PHOSPHO1 block: blocks human PHOSPHO1 phosphatase activity | AID 1565 | Q8TCT1 | 290,000 tested, 1.1% active | inhibition, % at 13.3 µM | recombinant PHOSPHO1, absorbance phosphatase assay; in the data active means inhibition above about 60%
Target sequence (Q8TCT1 whole entry, looked up): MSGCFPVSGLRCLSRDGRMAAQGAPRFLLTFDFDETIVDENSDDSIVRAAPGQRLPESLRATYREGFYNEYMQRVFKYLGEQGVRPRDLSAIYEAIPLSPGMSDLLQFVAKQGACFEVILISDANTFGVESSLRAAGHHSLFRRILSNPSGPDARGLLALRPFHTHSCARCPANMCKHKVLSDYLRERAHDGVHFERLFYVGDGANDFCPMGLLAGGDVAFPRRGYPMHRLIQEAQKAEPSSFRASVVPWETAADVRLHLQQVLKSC
MEKK2 mut-MEK5: signal of MEK5 binding to mutant human MEKK2 PB1 domain. bead flow cytometry, Alexa488-MEK5 binding to MEKK2 mutant. 290,000 tested, 0.35% active. AID 1530. percent response, % at 10 µM; in the data active means percent response above about 24%, passing the limit was not always enough; further: inactives centre near 1; some results filed as inactive read as strong as hits; reference of the scale not given here
MEKK3 PB1 HTS: raises or lowers MEK5 binding to the human MEKK3 PB1 domain; bead-based flow cytometry, Alexa488-MEK5 binding to MEKK3; actives lie on both sides; 0 = blocked by unlabeled MEK5, 100 = vehicle; binding response (% of control), % at 10 µM; 290,000 tested, 1.4% active; Q99759; AID 1529;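 active means binding response more than 3 SD above or below the average of its plate-row segment, actives on both sides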;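 further: Alexa488 bead fluorescence after subtracting the streptavidin-only scavenger bead signal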
MEKK2 WT-MEK5: raises or lowers MEK5 binding to wildtype human MEKK2 PB1 domain. binding response (% of control), % at 10 µM. 290,000 tested, 1.1% active. bead flow cytometry, Alexa488-MEK5 binding to MEKK2 WT; actives lie on both sides. Q9Y2U5. AID 1531; in the data active means binding response below about 67% or above about 130%
* hit, by the source's call; nt = no result given.

| nr | SMILES | OXTR agonist | DNA FID counter | NALP1 yeast inh | GPR7 antagonist | PfM18AAP inh | PHOSPHO1 block | MEKK2 mut-MEK5 | MEKK3 PB1 HTS | MEKK2 WT-MEK5 |
| --- | --- | --- | --- | --- | --- | --- | --- | --- | --- | --- |
| 1 | Cc1cccc(CS(=O)(=O)c2ncc(Cl)c(C(=O)NCc3ccc4c(c3)OCO4)n2)c1 | 0.7 | -30 | 20 | 10 | -14 | -1 | -2 | 103 | 100 |
| 2 | O=C(O)c1cccc(S(=O)(=O)N2Cc3ccccc3C2)c1 | 0.2 | -7 | 16 | 1 | -2 | 20 | 4 | 110 | 109 |
| 3 | O=C(c1cccc(-n2cnnn2)c1)N1CCOCC1 | 0.4 | 1 | 4 | -6 | 3 | -31 | 2 | 104 | 104 |
| 4 | S=C(Nc1ccc(Br)cc1)N1CCN(C2CCCCC2)CC1 | -0.5 | 4 | 44 | -5 | -9 | 25 | 8 | 101 | 107 |
| 5 | Cc1[nH]n(-c2ccccc2)c(=O)c1/C=C1\C=NN=C1c1ccccc1 | 0.3 | -12 | -8 | 5 | 13 | -8 | -11 | 100 | 100 |
| 6 | N#Cc1ccccc1CN1C(=O)S/C(=C/c2cccn2-c2cccc(C(=O)O)c2)C1=O | -2.3 | -4 | 0 | 1 | 8 | -107 | 5 | 99 | 94 |
| 7 | O=C(N/C=C\n1cnc2cc(C(F)(F)F)ccc21)c1ccc([N+](=O)[O-])cc1 | 1.5 | -2 | 15 | 16 | 9 | 16 | -14 | 87 | 80 |
| 8 | CC(OC(=O)c1ccc(Cl)c(S(=O)(=O)N2CCc3ccccc32)c1)C(=O)Nc1ncc(Cl)cc1Cl (stereo unspecified) | -1.2 | 1 | 22 | -6 | -2 | -8 | 7 | 101 | 108 |
| 9 | Nc1cc(C(F)(F)F)cc2c1SCC(=O)N2 | 1.1 | -9 | 9 | -16 | -2 | 2 | -4 | 98 | 96 |
| 10 | CC(=O)c1cccc(NC(=O)NC2CCCCCCC2)c1 | 0.4 | -26 | 18 | 5 | -3 | 21 | -7 | 99 | 96 |
| 11 | Cc1cc(F)ccc1NCc1ccc([N+](=O)[O-])cc1 | -2.8 | 9 | 13 | -26 | -1 | -13 | -4 | 101 | 97 |
| 12 | CCc1nnc(NC(=O)NC(C)(C)C)s1 | 0.0 | 0 | -2 | 5 | -2 | 0 | 3 | 99 | 102 |
| 13 | CN1CCN(c2ccc(S(=O)(=O)N3CCCCC3)cc2NC(=O)c2ccc(C#N)cc2)CC1 | 2.8 | 6 | 11 | -5 | 1 | -7 | -4 | 93 | 99 |
| 14 | C=C(C)CNC(=S)N/N=C/c1ccco1 | 0.3 | -8 | nt | -7 | 2 | 16 | 12 | 106 | 112 |
| 15 | COc1ccc(NC(=O)CC2C(=O)N(c3ccc(OC)cc3)C(=O)N2CCN2CCN(C)CC2)cc1 (stereo unspecified) | 0.0 | 15 | 4 | 2 | -6 | 10 | -8 | 91 | 96 |
| 16 | CC(C)C1Nc2c(C(=O)O)cccc2C(Nc2ccccc2C(=O)O)C1(C)C (stereo unspecified) | 0.5 | -10 | 5 | 14 | 26 | -8 | -5 | 103 | 102 |
| 17 | O=C(Nc1ccccc1C(F)(F)F)c1cc(-c2cccc(O)c2)on1 | 2.6 | 1 | -8 | -11 | 5 | 28 | -12 | 86 | 88 |
| 18 | COC(=O)c1[nH]c2cc(C)ccc2c1NC(=O)CN1CCCc2ccccc21 | 0.0 | -4 | 5 | 4 | 8 | -63 | 6 | 99 | 101 |
| 19 | CCOC(=O)C1CCN(C(=O)COc2ccc(Cl)cc2Cl)CC1 | 0.0 | -23 | 3 | 5 | -3 | -60 | 3 | 102 | 104 |
| 20 | CCOC(=O)Cn1nc(C)c(NC(=O)CCc2ccccc2)c1C | 0.1 | -2 | 9 | -8 | -6 | 13 | 2 | 101 | 105 |

More entries follow:
| nr | SMILES | OXTR agonist | DNA FID counter | NALP1 yeast inh | GPR7 antagonist | PfM18AAP inh | PHOSPHO1 block | MEKK2 mut-MEK5 | MEKK3 PB1 HTS | MEKK2 WT-MEK5 |
| --- | --- | --- | --- | --- | --- | --- | --- | --- | --- | --- |
| 21 | CCCS(=O)(=O)Nc1c(C(=O)O)[nH]c2ccccc12 | -0.7 | 4 | nt | -14 | -5 | 26 | 0 | 105 | 99 |
| 22 | COc1ccccc1NC(=O)N1CCC(c2nc3cc(C)c(C)cc3[nH]2)CC1 | -2.2 | 0 | -44 | -3 | -2 | -20 | -2 | 101 | 95 |
| 23 | CCc1cc(=O)oc2c3c(cc(OCC(=O)Nc4cccnc4)c12)OC(C)(C)CC3 | -0.7 | -36 | 15 | -3 | 2 | 29 | -1 | 97 | 98 |
| 24 | CCCc1nnc(SCC(=O)N2CCCCC2C)n1CCOC (stereo unspecified) | -0.1 | -6 | 24* | 9 | 2 | 55 | -7 | 90 | 95 |
| 25 | CC(=O)C1=C(NC(=O)c2ccccc2F)C[C@@H]2[C@H]1C2(C)C | -2.2 | -16 | -7 | -9 | -3 | -13 | -1 | 105 | 107 |
| 26 | NC(=O)c1cnn(Cc2ccc(Cl)cc2)c1N | 1.5 | 0 | 3 | -5 | -5 | 4 | -4 | 97 | 92 |
| 27 | COc1ccc(C(=O)N2CCN(c3ncccn3)CC2)cc1[N+](=O)[O-] | 1.7 | -9 | 1 | 2 | 2 | 24 | 1 | 105 | 107 |
| 28 | NC(=O)[C@@H]1[C@@H]2C(=O)N(c3ccc(F)cc3)C(=O)[C@@H]2[C@H]2C=Cc3ccccc3N21 | 1.6 | -5 | nt | -15 | 5 | 25 | 2 | 92 | 97 |
| 29 | CCS(=O)(=O)c1ccc(-c2csc(-c3ccccc3)n2)c(Cl)c1Cl | -0.7 | -1 | 21 | 24 | -14 | 14 | 0 | 96 | 101 |
| 30 | C/C(=N/NC(=O)c1ccc2c(c1)OCO2)c1cccc([N+](=O)[O-])c1 | -0.2 | -5 | 11 | -5 | -4 | 22 | 7 | 103 | 110 |
| 31 | Cc1ccccc1NC(=O)c1sc(NC(=O)COc2ccccc2)c(C#N)c1C | 11 | -2 | 4 | -3 | -3 | 3 | 3 | 106 | 110 |
| 32 | O=C(NCC(c1cccnc1)N1CCOCC1)c1cccs1 (stereo unspecified) | 0.6 | -3 | 26 | -17 | -2 | 11 | 2 | 109 | 109 |
| 33 | O=C(NC(=S)Nc1nc(-c2cccc([N+](=O)[O-])c2)cs1)c1ccccc1Cl | -0.3 | -2 | 22 | 5 | -6 | -26 | -11 | 95 | 88 |
| 34 | COc1ccc(/C=N/NC(=O)c2nc(-c3ccccc3)cc(-c3ccccc3)n2)cc1OC | -0.2 | -5 | 18 | 0 | -1 | 7 | 1 | 102 | 94 |
| 35 | Cc1ccc(-c2c(C)n([O-])c3c([n+]2=O)CCCCC3)o1 | -0.1 | -2 | 3 | -13 | 6 | 15 | -3 | 99 | 97 |
| 36 | C=CCOc1ccnc(-c2ccccc2)n1 | nt | -2 | 14 | -12 | -6 | 33 | 2 | 98 | 97 |
| 37 | COc1cc(CN2CCN(Cc3c[nH]c4ccccc34)CC2CCO)cc(OC)c1 (stereo unspecified) | nt | 9 | 3 | -12 | -5 | -1 | 3 | 102 | 110 |
| 38 | CC(=O)OC[C@H]1O[C@@H](O/N=C/[C@@H](C)[C@H](OCc2ccccc2)C(C)C)[C@H](OC(C)=O)[C@@H](OC(C)=O)[C@@H]1OC(C)=O | -1.6 | -54 | 20 | -13 | 4 | -11 | -5 | 103 | 97 |
| 39 | O=C(CNC(=O)C(c1ccccc1)c1ccccc1)N/N=C/c1ccc(O)c([N+](=O)[O-])c1 | -0.1 | 2 | 24 | 1 | -6 | 0 | -2 | 103 | 103 |
| 40 | CCOC(=O)C(=O)NNc1cccc(C)c1C | 0.2 | 0 | 26 | -1 | 17 | -5 | -1 | 107 | 104 |

NALP1 yeast inh: entries above that show a hit
| # | structure | NALP1 yeast inh | GPR7 antagonist | PfM18AAP inh | PHOSPHO1 block | MEKK2 mut-MEK5 | MEKK3 PB1 HTS | MEKK2 WT-MEK5 |
| --- | --- | --- | --- | --- | --- | --- | --- | --- |
| 24 | CCCc1nnc(SCC(=O)N2CCCCC2C)n1CCOC (stereo unspecified) | 24* | 9 | 2 | 55 | -7 | 90 | 95 |

(cont.)
41) O=C(Cn1cnc2c(oc3ccccc32)c1=O)N1CCN(c2ccccc2)CC1
42) O=C(NC1CCC(O)CC1)c1cccc2cccnc12 (stereo unspecified)
43) CCOC(=O)COc1ccc(/C=C2/SC(=Nc3ccccc3)N(Cc3cccnc3)C2=O)cc1OC
44) COC(=O)c1nc(NC(C)=O)n[nH]1
45) COc1ccc(C(=O)O/N=C2\CCS(=O)(=O)c3sccc32)cc1
46) Cc1cc(O)cc(O)c1C(=O)Cc1ccccc1

screen / no.	41	42	43	44	45	46
OXTR agonist	-0.3	-0.6	0.2	0.4	-1.1	4.7
DNA FID counter	-1	-5	-12	0	0	-7
NALP1 yeast inh	7	1	16	14	0	14
GPR7 antagonist	-10	-3	6	-4	-8	-11
PfM18AAP inh	0	-8	6	5	0	-9
PHOSPHO1 block	-84	31	10	4	-19	13
MEKK2 mut-MEK5	nt	3	8	-1	2	-4
MEKK3 PB1 HTS	nt	101	107	90	100	85
MEKK2 WT-MEK5	nt	106	111	87	108	90

47) COc1ccc(N=c2scc(C)n2CCCN2CCCC2=O)cc1
48) COC(=O)c1ccccc1NC(=O)c1noc2c1CCCC2
49) CCOC(=O)c1nn(-c2ccccc2F)c2nc(Nc3ccccc3)cc(=O)n12
50) O=C(O)CSc1cc(C(F)(F)F)nc(-c2ccccn2)n1

screen / no.	47	48	49	50
OXTR agonist	-0.8	-1.9	7.5	0.0
DNA FID counter	-10	-8	-24	0
NALP1 yeast inh	7	12	13	-13
GPR7 antagonist	-6	7	-9	-9
PfM18AAP inh	13	-17	-4	-5
PHOSPHO1 block	32	11	4	30
MEKK2 mut-MEK5	3	-3	3	-1
MEKK3 PB1 HTS	105	102	100	103
MEKK2 WT-MEK5	104	95	104	97

Filtered by structure: those above containing an NH in an aromatic ring.
5) Cc1[nH]n(-c2ccccc2)c(=O)c1/C=C1\C=NN=C1c1ccccc1
18) COC(=O)c1[nH]c2cc(C)ccc2c1NC(=O)CN1CCCc2ccccc21
21) CCCS(=O)(=O)Nc1c(C(=O)O)[nH]c2ccccc12
22) COc1ccccc1NC(=O)N1CCC(c2nc3cc(C)c(C)cc3[nH]2)CC1
37) COc1cc(CN2CCN(Cc3c[nH]c4ccccc34)CC2CCO)cc(OC)c1 (stereo unspecified)
44) COC(=O)c1nc(NC(C)=O)n[nH]1

screen / no.	5	18	21	22	37	44
OXTR agonist	0.3	0.0	-0.7	-2.2	nt	0.4
DNA FID counter	-12	-4	4	0	9	0
NALP1 yeast inh	-8	5	nt	-44	3	14
GPR7 antagonist	5	4	-14	-3	-12	-4
PfM18AAP inh	13	8	-5	-2	-5	5
PHOSPHO1 block	-8	-63	26	-20	-1	4
MEKK2 mut-MEK5	-11	6	0	-2	3	-1
MEKK3 PB1 HTS	100	99	105	101	102	90
MEKK2 WT-MEK5	100	101	99	95	110	87

High-throughput results deposited in PubChem by several laboratories.
